Screening data: PubChem BioAssay, Sanford-Burnham Center for Chemical Genomics
Gli-Sufu block = blocks Gli-Sufu signaling in a luciferase reporter | Sufu-KO-LIGHT fibroblasts, Gli luciferase reporter luminescence | inhibition, % at 5 µM | hit rate 0.74% among 340,000;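 active means inhibition above about 55%, limit read from the data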;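 further: 0% = DMSO-treated cells and 100% = wells with medium but no cells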
APJ antagonist = blocks the human apelin receptor APJ | CHO-K1 APJ beta-arrestin complementation, luminescence | hit rate 0.32% among 330,000 | inhibition, % at 20 µM | AID 2521 | P35414;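 active means inhibition above about 40% at 20 µM, limit read from the data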;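 further: cells challenged with 10 nM apelin-13 agonist together with compound; plate controls were apelin-13 plus DMSO wells for no effect and DMSO wells lacking apelin-13 for full effect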
APJ ag = activates the human apelin receptor APJ | P35414 | CHO-K1 APJ PathHunter beta-arrestin, luminescence; 0% DMSO wells, 100% apelin | activation, % at 20 µM | hit rate 0.11% among 330,000 | AID 2520;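 active means activation more than six SD over the plate average, tested at 20 µM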;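 further: 0% = DMSO alone and 100% = apelin-13 at 10 nM; some results filed as inactive read as strong as hits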
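Assay system: CHO-K1 cells stably expressing ProLink-tagged human APJ and arrestin–beta-gal acceptor. Compound dosing: 20 µM single point, 1% DMSO. Times: 16-18 h seeding, 90 min dark compound exposure, 60 min detection. Detection: beta-gal luminescence. Evaluation: APJ–arrestin association signal. Controls: negative DMSO alone, positive Apelin-13 at 10 nM.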
UBC13 polyUb = inhibitors of human UBC13 polyubiquitin chain formation | P61088 | TR-FRET | inhibition, % at 20 µM | hit rate 0.47% among 330,000; in the data active means inhibition above about 45%, passing the limit was not always enough
Target sequence (P61088 whole entry, looked up): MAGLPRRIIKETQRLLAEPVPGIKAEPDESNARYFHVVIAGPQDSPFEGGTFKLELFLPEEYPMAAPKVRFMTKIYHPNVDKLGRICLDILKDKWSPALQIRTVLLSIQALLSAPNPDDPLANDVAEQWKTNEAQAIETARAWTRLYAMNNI
CCR6 antag = blocks CCL20-driven beta-arrestin recruitment at human CCR6. inhibition, % at 20 µM. CHO-K1 CCR6 PathHunter beta-arrestin, luminescence, CCL20-stimulated. hit rate 0.49% among 340,000;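 active means compounds whose inhibition of the agonist-driven luminescence signal at 20 µM reaches about 50%, limit read from the data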;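 further: cells stimulated with CCL20 at 14 nM final; plate controls were DMSO with CCL20 for no effect and DMSO without agonist for full effect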
CXCR6 block = inhibitors of human CXCR6 receptor | inhibition, % at 20 µM | O00574 | AID 602244 | hit rate 0.36% among 360,000 | CHO-K1 PathHunter CXCR6 beta-arrestin, luminescence; in the data active means inhibition above about 34%, passing the limit was not always enough;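 further: antagonist mode with CXCL16 agonist at 10 nM final; 0% = 10 nM CXCL16 with DMSO and 100% = unstimulated wells without agonist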
Target sequence (O00574 whole entry, looked up): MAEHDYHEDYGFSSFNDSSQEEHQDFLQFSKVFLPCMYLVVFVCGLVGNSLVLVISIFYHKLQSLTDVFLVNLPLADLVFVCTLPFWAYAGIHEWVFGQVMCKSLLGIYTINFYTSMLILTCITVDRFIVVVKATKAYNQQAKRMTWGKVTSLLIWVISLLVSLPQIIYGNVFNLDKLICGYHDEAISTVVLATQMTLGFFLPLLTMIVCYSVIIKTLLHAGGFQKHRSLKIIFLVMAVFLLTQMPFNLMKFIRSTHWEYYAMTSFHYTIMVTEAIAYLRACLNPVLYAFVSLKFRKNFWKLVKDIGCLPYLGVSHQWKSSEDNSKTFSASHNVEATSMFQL
EBI2 block = EBI2 (human) antagonism; hit rate 0.81% among 360,000; EBI2 beta-arrestin recruitment, luminescence, 7a,25-OHC stimulated; P32249; inhibition, % at 5 µM; in the data active means inhibition above about 38%;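 further: enzyme fragment complementation signal reports receptor beta-arrestin coupling in cells; 0% = agonist plus DMSO wells and 100% = wells without agonist; some results beyond the cut were filed as inactive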
Target sequence (P32249 whole entry, looked up, the tested form may be a part): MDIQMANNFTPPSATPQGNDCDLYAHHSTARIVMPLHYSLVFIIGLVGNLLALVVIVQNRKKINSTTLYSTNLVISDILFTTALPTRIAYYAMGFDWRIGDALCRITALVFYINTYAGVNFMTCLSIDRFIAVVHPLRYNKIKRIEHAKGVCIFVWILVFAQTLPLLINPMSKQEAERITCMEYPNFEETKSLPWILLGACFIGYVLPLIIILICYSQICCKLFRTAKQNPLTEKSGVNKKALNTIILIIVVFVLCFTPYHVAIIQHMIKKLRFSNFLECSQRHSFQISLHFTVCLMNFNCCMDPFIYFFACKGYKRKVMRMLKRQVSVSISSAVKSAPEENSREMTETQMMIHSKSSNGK
ATG4B inh = ATG4B (human) cysteine protease inhibition; ATG4B cleavage of LC3-PLA2, NBD-HPC fluorescence, 1 h; inhibition, % at 8.33 µM; hit rate 0.51% among 340,000; AID 504462; in the data active means inhibition above about 40%
* marks the source's active call; other numbers are inactive results; x = no result given; & = joins results of further samples.

nr	canonical_smiles	Gli-Sufu block	APJ antagonist	APJ ag	UBC13 polyUb
1	Cc1sc2nc(CSC(C)C(=O)Nc3ccccn3)[nH]c(=O)c2c1C (stereo unspecified)	7	16	-3	-1
2	Cc1cc(CNC(=O)c2cc(COc3ccc(F)c(F)c3)on2)nn1C	-60	-4	11	7
3	Nc1ncnc2nc(SCc3ccccc3)[nH]c12	8	26	-4	10
4	O=C(O)CCC(=O)N1CCN(S(=O)(=O)c2cccs2)CC1	-4	-4	15	6
5	COc1ccc(N(CC(=O)NCCSc2ccccc2)S(=O)(=O)c2ccccc2)cc1	18	-21	-3	-4
6	C=CC[C@H](CC(=O)NCCO)C(=O)N[C@@H](COC(=O)[C@@H](CC=C)Cc1ccc(F)cc1)Cc1c[nH]c2ccccc12	3	11	-1	24
7	COc1ccccc1NC(=O)C(C)OC(=O)CC1CCCC1 (stereo unspecified)	-29	-15	11	10
8	CNc1nc(-c2ccccc2)cc(C)c1S(C)(=O)=O	10	1	-5	12
9	COC(=O)c1c(C)nc2c(c(SC)nn2-c2ccccc2)c1N	-4	-12	-3	20
10	O=C(CCn1cnc(-c2ccccc2)c1-c1ccccc1)N/N=C/c1ccc(O)cc1	2	5	-1	5
11	CC(C)C[C@H](NC(=O)CCn1nnc2ccccc2c1=O)C(=O)O	-2	2	0	6
12	CCOc1ccccc1NC(=O)Cc1cccs1	-18	13	-1	-4

nr	CCR6 antag	CXCR6 block	EBI2 block	ATG4B inh
1	4	1	4	1
2	11	5	-3	2
3	7	-1	5	-5
4	-6	0	-3	6
5	11	0	88*	3
6	5	-5	10	-6
7	11	-4	12	6
8	9	-1	7	7
9	4	2	2	-2
10	21	-11	-2	-12
11	0	4	1	4
12	3	4	-12	6

Next entries.
nr	canonical_smiles	Gli-Sufu block	APJ antagonist	APJ ag	UBC13 polyUb
13	COC(=O)c1ccc(C(NC(=O)OCc2ccccc2)/C(F)=C/[C@@H](C)C(=O)NCc2ccc(-c3ccccc3)cc2)cc1 (stereo partly specified)	2	0	-7	-17
14	O=C(OC1CCCCC1=O)c1ccc(S(=O)(=O)Nc2ccccc2)cc1 (stereo unspecified)	-4	-9	-5	-18
15	CCn1c(NC(=O)C2CCCCC2)nc2ccccc21	7	25	-2	17
16	Cc1ccccc1-c1ccccc1CN1[C@@H](C(C)C)COCCS1(=O)=O	7	x	x	x
17	O=C(Nc1ccc2nn(-c3ccccc3)nc2c1)c1ccc(Br)o1	-19	-4	0	2
18	COc1ccc(/C=C2\SC(=S)N(CCCC(=O)N3CCCCC3CCO)C2=O)cc1 (stereo unspecified)	66*	8	3	0
19	C=CCOc1ccc(Br)cc1CNC(C)(C)C	-17	11	-3	9
20	Cc1ccsc1/C=C/C(=O)O	6	-1	-2	5
21	CC1(NC(=O)/C=C/c2nc3ccccc3s2)CCS(=O)(=O)C1 (stereo unspecified)	-9	6	0	-24
22	Cc1ccc2nc(C(=O)N3CCCC(Nc4ccc(F)cc4)C3)cn2c1 (stereo unspecified)	-13	1	0	-7
23	O=C(O)c1csc(-c2cccs2)n1	-1	11	-5	10
24	O=C(N/N=C/C(Cl)=C/c1ccc([N+](=O)[O-])cc1)C(=O)Nc1ccccc1C(=O)O	2	-30	1	-16

nr	CCR6 antag	CXCR6 block	EBI2 block	ATG4B inh
13	12	x	x	-4
14	8	-5	-1	-10
15	-2	11	-7	-7
16	26	3	1	3
17	12	1	14	11
18	17	8	13	-4
19	12	14	-3	-3
20	-2	0	-13	0
21	3	7	11	-7
22	12	2	3	4
23	2	-8	0	10
24	14	-8	9	-7

Next section:
nr	canonical_smiles	Gli-Sufu block	APJ antagonist	APJ ag	UBC13 polyUb
25	CCOC(=O)c1c(-c2ccccc2)csc1NC(=O)c1nn(CC)cc1Br	4	10	0	26
26	COc1ccc2c(c1)SCCC2=O	9	4	-1	11
27	Cc1cc(CNC(=O)COc2ccc(C)c(C)c2)c2ccccc2n1	7	-5	-3	6
28	COc1cccc(CNC(=O)c2ccc(OCC(=O)N3CCOCC3)c(OC)c2)c1	-10	8	-4	2
29	CCOC(=O)N1CCC(Nc2c(NCCCN(CC)CC)c(=O)c2=O)CC1	0	-7	-3	0
30	Cc1ccc(OCCOc2ccc(Cl)cc2Cl)c([N+](=O)[O-])n1	-29	-4	-4	20
31	CCCCn1c(N)c(N(CC)C(=O)CSCC(=O)Nc2ccc(OC)cc2)c(=O)[nH]c1=O	-5	13	3	-2
32	Cc1ccc(O)c(C(=O)c2cc(C#N)c(=O)n(-c3nccs3)c2)c1	-3	-4	-1	-18
33	O=C(O)CN1C(=O)c2ccc(Oc3cccc4c3C(=O)N(CC(=O)O)C4=O)cc2C1=O	1	4	-1	11
34	O=C(Nn1cnnc1)c1cc(Cl)cc(Cl)c1	10	-6	-3	-2
35	CSc1ccc(-c2nnn(Cc3ccccn3)n2)cc1	-54	-2	-1	-1
36	CC1CCCC(C)N1C(=O)c1cc(F)c(F)cc1Cl (stereo unspecified)	-7	24	0	-8

nr	CCR6 antag	CXCR6 block	EBI2 block	ATG4B inh
25	0	1	22	-5
26	-9	-10	-4	-7
27	4	-4	3	-3
28	11	16	-7	-3
29	-2	0	-5	7
30	7	-2	6	-3
31	-12	21	-9	2
32	-15	2	-2	-4
33	-6	-8	-5	-7
34	-5	2	-6	-4
35	4	-14	3	1
36	8	5	-4	2

More compounds:
nr	canonical_smiles	Gli-Sufu block	APJ antagonist	APJ ag	UBC13 polyUb
37	CC(C)NC(=O)CSc1nnc(COc2ccccc2Cl)o1	5	-9	-2	3
38	O=C(Nc1nc2ccc(Br)cc2s1)c1ccco1	-54	8	-2	12
39	COc1ccc(NC(=O)Nc2ccc(Cc3ccncc3)cc2)cc1OC	8	1	-2	-8
40	C[N+]1(CCC(=O)c2ccccc2)CCCCC1	-7	-3	5	-8
41	O=C(NCC1CCCO1)c1cccc(NC(=O)c2cccs2)c1 (stereo unspecified)	3	-4	-2	-8
42	Cc1cc(C)n2nc(SCC(=O)N3CCOCC3)nc2n1	-3	-23	-1	0
43	CCCn1c(O)c(/C=C2\C=NN=C2c2ccccc2)sc1=S	6	11	-2	-18
44	CC(=O)OC1CCC2(C)C(CCC3C2CC(OC(C)=O)C2(C)C3C[C@@H]3O[C@]4(CC[C@@H](C)CO4)[C@@H](C)C32)C1 (stereo partly specified)	-2	15	0	-1
45	COCCn1c(=S)[nH]c2cc(C(=O)N3CCN(c4cccc(Cl)c4)CC3)ccc2c1=O	16	9	-3	0
46	COC(=O)CSc1ccc2nnc(CCNS(=O)(=O)c3ccc(C)cc3)n2n1	-1	17	-3	6
47	Cc1cc(=O)oc2cc(NC(=O)C(C)N3C(=O)C4CCCCC4C3=O)ccc12 (stereo unspecified)	9	-10	-6	2
48	O=C1OCC(c2ccccc2)=C1c1ccccc1	14	7	2	-3

nr	CCR6 antag	CXCR6 block	EBI2 block	ATG4B inh
37	-7	-1	-5	-3
38	-16	-14	-15	-7
39	11	-4	-1	-16
40	8	8	-3	-3
41	4	0	-5	-2
42	-3	-5	-1	-3
43	19	7	-46	1
44	-17	x	x	-6
45	20	12	-10	-5
46	3	3	-2	-4
47	4	9	-6	-1
48	20	5	2	-1

(further entries)
nr	canonical_smiles	Gli-Sufu block	APJ antagonist	APJ ag	UBC13 polyUb
49	c1cn2c(NC3CCCCC3)c(-c3ccc(SC4CCCCC4)cc3)nc2cn1	7	-15	9	37
50	CCOc1ccc(-c2nc3scc(-c4cccs4)c3c(=O)[nH]2)cc1	-31	1	0	19
51	CCn1c(C)cc(=O)cc1-c1ccc(Cl)cc1	9	14	-3	4
52	CCOc1ccc(/C=C/c2c([N+](=O)[O-])c(=O)n(C)c(=O)n2C)cc1	-12	16	-3	-3
53	O=C(CSc1ccccc1)OCC(=O)N1CCN(C(=O)c2ccco2)CC1	-3	9	-3	15
54	COc1ccc(S(=O)(=O)N2CCCC2C(=O)Nc2nnc(-c3cccnc3)s2)cc1 (stereo unspecified)	5	-2	-2	7
55	CC1CN/C(=C\C(=O)c2ccccc2)C(=O)N1 (stereo unspecified)	-41	5	-1	-5
56	CCOC(=O)c1c(NC(=O)C(C)Sc2nnc(C)c(=O)[nH]2)sc2c1CCCC2 (stereo unspecified)	10	8	2	-12

nr	CCR6 antag	CXCR6 block	EBI2 block	ATG4B inh
49	18	-1&5	-3&-5	-7
50	-9	1	4	9
51	7	4	6	-5
52	3	5	-2	-4
53	-2	0	-9	-30
54	16	-6	1	-22
55	-1	1	7	3
56	-14	-8	-1	62*

A different layout for part of the listing above:
Sequence of screens: Gli-Sufu block | APJ antagonist | APJ ag | UBC13 polyUb | CCR6 antag | CXCR6 block | EBI2 block | ATG4B inh
44	CC(=O)OC1CCC2(C)C(CCC3C2CC(OC(C)=O)C2(C)C3C[C@@H]3O[C@]4(CC[C@@H](C)CO4)[C@@H](C)C32)C1 (stereo partly specified)
→ -2 | 15 | 0 | -1 | -17 | x | x | -6
45	COCCn1c(=S)[nH]c2cc(C(=O)N3CCN(c4cccc(Cl)c4)CC3)ccc2c1=O
→ 16 | 9 | -3 | 0 | 20 | 12 | -10 | -5
46	COC(=O)CSc1ccc2nnc(CCNS(=O)(=O)c3ccc(C)cc3)n2n1
→ -1 | 17 | -3 | 6 | 3 | 3 | -2 | -4
47	Cc1cc(=O)oc2cc(NC(=O)C(C)N3C(=O)C4CCCCC4C3=O)ccc12 (stereo unspecified)
→ 9 | -10 | -6 | 2 | 4 | 9 | -6 | -1
48	O=C1OCC(c2ccccc2)=C1c1ccccc1
→ 14 | 7 | 2 | -3 | 20 | 5 | 2 | -1
49	c1cn2c(NC3CCCCC3)c(-c3ccc(SC4CCCCC4)cc3)nc2cn1
→ 7 | -15 | 9 | 37 | 18 | -1&5 | -3&-5 | -7
50	CCOc1ccc(-c2nc3scc(-c4cccs4)c3c(=O)[nH]2)cc1
→ -31 | 1 | 0 | 19 | -9 | 1 | 4 | 9
51	CCn1c(C)cc(=O)cc1-c1ccc(Cl)cc1
→ 9 | 14 | -3 | 4 | 7 | 4 | 6 | -5
52	CCOc1ccc(/C=C/c2c([N+](=O)[O-])c(=O)n(C)c(=O)n2C)cc1
→ -12 | 16 | -3 | -3 | 3 | 5 | -2 | -4
53	O=C(CSc1ccccc1)OCC(=O)N1CCN(C(=O)c2ccco2)CC1
→ -3 | 9 | -3 | 15 | -2 | 0 | -9 | -30
